Bioassay records: PubChem BioAssay, several laboratories
CIT2 TOR yeast: modulators of TOR pathway CIT2-GFP in S. cerevisiae | S. cerevisiae CIT2-GFP strain, flow cytometry, 3 h; 100 means same as DMSO wells | GFP response vs DMSO, % at 10 µM | actives 0.065% (n = 320,000);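 active means GFP response relative to DMSO above a set limit, near the screen mean plus 3 SD, cut at about 150% in these data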;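 further: ratio of well median GFP fluorescence to mean of DMSO wells on the plate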
procasp7 counter: counter-screen for procaspase-3 activators: activators of human procaspase-7; P55210; recombinant procaspase-7, Ac-DEVD-pNA absorbance 405 nm; D23A/D198A/D206A triple mutant, cannot self-cleave; scale: DMSO 0, 5 µM enzyme 100; activation, % at 8.5 µM; actives 0.093% (n = 330,000); AID 463210;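 active means percent activation above the screen-wide mean plus 3 SD, cut at about 25% in these data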
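Assay system: Uncleavable procaspase-7 mutant enzyme | Input: 2 µM procaspase-7 mutant as dispensed | Timing: 1 h compound preincubation, 2 h substrate cleavage, 25 °C | Repeats: One well per compound | Control set: DMSO wells as 0%, DMSO with 5 µM added PC-7 as 100% | Technique: Epi-absorbance of released pNA at 405 nm, two timepoints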
MEP2-GFP yeast: alters MEP2-GFP fluorescence in TOR pathway yeast screen. S. cerevisiae MEP2-GFP strain, flow cytometry GFP, 3 h; 100% = DMSO control level. GFP response vs DMSO, % at 10 µM. actives 0.51% (n = 330,000). AID 2016;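 active means GFP response versus DMSO above a set limit, roughly screen mean plus 3 SD, cut at about 180% in these data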;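 further: median GFP fluorescence of the barcode-gated MEP2-GFP cells per well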
LAP4-GFP MLPCN: yeast TOR pathway LAP4-GFP modulation; GFP response vs DMSO, % at 10 µM; AID 2023; S. cerevisiae LAP4-GFP multiplex, flow cytometry GFP, 3 h; median GFP as percent of DMSO wells; actives 0.34% (n = 320,000);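 active means GFP response vs DMSO above a set limit, about the screen mean plus 3 SD, cut at about 150% in these data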
RPL19A-GFP yeast: alters RPL19A-GFP fluorescence in TOR pathway yeast screen; S. cerevisiae RPL19A-GFP strain, flow cytometry, 3 h; stronger effect = lower value; percent response vs DMSO, % at 10 µM; actives 0.3% (n = 330,000); AID 2025;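 active means percent response vs DMSO below 50%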;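 further: median channel GFP fluorescence of the barcoded RPL19A-GFP strain; ratio of sample median GFP to plate DMSO average so 100% = DMSO; lower means less RPL19A-GFP as with rapamycin TOR inhibition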
AGP1-GFP MLPCN: yeast TOR pathway AGP1-GFP modulation | actives 0.02% (n = 320,000) | S. cerevisiae AGP1-GFP multiplex flow cytometry, 3 h; GFP as percent of DMSO wells | GFP response vs DMSO, % at 10 µM | AID 2066;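 active means GFP response relative to DMSO above a set limit, near screen average plus 3 SD, cut at about 150% in these data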;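 further: median GFP channel fluorescence of the gated AGP1 strain per well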
AHR act: activates the human aryl hydrocarbon receptor; AHR-responsive luciferase reporter cells, luminescence; activation, % at 5 µM; AID 2796; actives 2.5% (n = 320,000); in the data active means activation above about 47%;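 further: 0% = vehicle wells and 100% = reference agonist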
Target sequence (P35869 whole entry, looked up): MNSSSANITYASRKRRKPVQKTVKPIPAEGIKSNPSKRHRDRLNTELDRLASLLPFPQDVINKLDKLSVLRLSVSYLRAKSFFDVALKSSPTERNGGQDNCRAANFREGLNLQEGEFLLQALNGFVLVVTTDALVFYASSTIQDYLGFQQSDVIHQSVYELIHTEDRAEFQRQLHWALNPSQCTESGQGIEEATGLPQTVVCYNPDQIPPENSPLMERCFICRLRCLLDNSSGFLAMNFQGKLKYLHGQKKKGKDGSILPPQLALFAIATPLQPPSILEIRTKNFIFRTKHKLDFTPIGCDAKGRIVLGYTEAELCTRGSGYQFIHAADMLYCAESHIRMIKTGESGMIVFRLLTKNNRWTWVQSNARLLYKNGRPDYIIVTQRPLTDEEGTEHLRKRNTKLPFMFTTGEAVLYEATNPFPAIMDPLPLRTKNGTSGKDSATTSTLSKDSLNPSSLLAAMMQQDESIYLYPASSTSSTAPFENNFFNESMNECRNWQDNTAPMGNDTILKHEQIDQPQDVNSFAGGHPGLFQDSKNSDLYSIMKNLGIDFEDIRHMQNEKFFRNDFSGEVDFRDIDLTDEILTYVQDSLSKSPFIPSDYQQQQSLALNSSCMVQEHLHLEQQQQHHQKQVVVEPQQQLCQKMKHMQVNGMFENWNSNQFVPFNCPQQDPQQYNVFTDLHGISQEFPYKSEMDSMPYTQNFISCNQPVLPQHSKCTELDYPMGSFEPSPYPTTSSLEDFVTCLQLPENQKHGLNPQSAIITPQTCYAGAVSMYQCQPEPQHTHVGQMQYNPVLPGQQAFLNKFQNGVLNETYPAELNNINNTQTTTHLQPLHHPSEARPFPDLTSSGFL
procasp3 activ: activators of human procaspase-3 | P42574 | recombinant procaspase-3 D3A, Ac-DEVD-pNA absorbance 405 nm | activation, % at 8.5 µM | actives 0.11% (n = 330,000);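 active means activation above the mean of all tested compounds plus 3 SD, cut at about 21% in these data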;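 further: 0% = DMSO alone and 100% = DMSO wells spiked with extra 5 µM PC-3 D3A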
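assay system = Procaspase-3 D3A mutant | signal = absorbance at 405 nm, 0 and 120 min | times = 1 h preincubation plus 2 h reaction at 25 °C | repeats = single replicate | read-out = % activation between DMSO and enzyme-spiked controls | medium = Zinc-free HEPES saline buffer with Triton X-100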
An asterisk follows results filed as active.

`O=C(NC1CCCC1)c1ccc(CN2CCOCC2)cc1` gave CIT2 TOR yeast 108, procasp7 counter 10, MEP2-GFP yeast 107, LAP4-GFP MLPCN 105, RPL19A-GFP yeast 103, AHR act 1 and procasp3 activ -5.
`O=C1NC(Cc2c[nH]c3ccccc23)C(=O)N1CCOc1ccccc1` (stereo not drawn) gave CIT2 TOR yeast 104, procasp7 counter -9, MEP2-GFP yeast 92, LAP4-GFP MLPCN 92, RPL19A-GFP yeast 96, AGP1-GFP MLPCN 100, AHR act 2 and procasp3 activ -6.
Screening Cc1cccc(N/C(N)=N/c2nc(C)cc(C)n2)c1 returned CIT2 TOR yeast 91, procasp7 counter 2, MEP2-GFP yeast 99, LAP4-GFP MLPCN 89, RPL19A-GFP yeast 92, AGP1-GFP MLPCN 92, AHR act 81* and procasp3 activ 0.
Screening c1ccc(-c2nnc(-c3ccco3)n2-c2ccccc2)cc1 returned CIT2 TOR yeast 109, procasp7 counter 0, MEP2-GFP yeast 100, LAP4-GFP MLPCN 98, RPL19A-GFP yeast 103, AGP1-GFP MLPCN 102, AHR act 4 and procasp3 activ 7.
Screening CC(C)Oc1ccccc1/C=N/NC(=O)C1CCCC1 returned CIT2 TOR yeast 85, MEP2-GFP yeast 108, LAP4-GFP MLPCN 75, RPL19A-GFP yeast 122 and AGP1-GFP MLPCN 97.
Screening COc1ccccc1CN1CCN(Cc2nc(-c3cccs3)no2)CC1 returned CIT2 TOR yeast 106, procasp7 counter -5, MEP2-GFP yeast 96, LAP4-GFP MLPCN 96, RPL19A-GFP yeast 100, AGP1-GFP MLPCN 104, AHR act 3 and procasp3 activ 2.
Screening O=C(O)CSc1nnc(-c2ccncc2)n1CCc1ccccc1 returned CIT2 TOR yeast 136, procasp7 counter 5, MEP2-GFP yeast 192*, LAP4-GFP MLPCN 150*, RPL19A-GFP yeast 103, AGP1-GFP MLPCN 108, AHR act 1 and procasp3 activ -5.
For c1ccc(COc2cccc(CNCc3ccccn3)c2)cc1 the results were CIT2 TOR yeast 107, procasp7 counter -1, MEP2-GFP yeast 104, LAP4-GFP MLPCN 90, RPL19A-GFP yeast 108, AGP1-GFP MLPCN 105, AHR act 22 and procasp3 activ 3.
For COc1ccc(NC(=O)/C(C#N)=C/c2ccc(Sc3nncn3C)c([N+](=O)[O-])c2)cc1 the results were CIT2 TOR yeast 94, procasp7 counter 14, MEP2-GFP yeast 93, LAP4-GFP MLPCN 108, RPL19A-GFP yeast 101, AGP1-GFP MLPCN 103, AHR act 3 and procasp3 activ -2.
Screening COc1ccc(S(=O)(=O)N(C)CC(=O)N2CCOCC2)cc1Cl returned CIT2 TOR yeast 104, procasp7 counter 10, MEP2-GFP yeast 101, LAP4-GFP MLPCN 98, RPL19A-GFP yeast 100, AGP1-GFP MLPCN 100, AHR act 4 and procasp3 activ -2.
Screening O=C(NC(=S)Nc1ccc(N2CCCC2)cc1)c1ccccc1[N+](=O)[O-] returned CIT2 TOR yeast 97, procasp7 counter 10, MEP2-GFP yeast 103, LAP4-GFP MLPCN 92, RPL19A-GFP yeast 98, AGP1-GFP MLPCN 97, AHR act 19 and procasp3 activ -1.
`O=C(NC1CCCCC1)N1CCCC(c2nc3ccccc3[nH]2)C1` (stereo not drawn) gave CIT2 TOR yeast 103, procasp7 counter 10, MEP2-GFP yeast 96, LAP4-GFP MLPCN 102, RPL19A-GFP yeast 99, AGP1-GFP MLPCN 99, AHR act 2 and procasp3 activ 4.
`CCOC(=O)c1[nH]c(C)c(C(=O)c2ccc(C)cc2)c1C` gave CIT2 TOR yeast 90, procasp7 counter -1, MEP2-GFP yeast 110, LAP4-GFP MLPCN 108, RPL19A-GFP yeast 104, AGP1-GFP MLPCN 100, AHR act 13 and procasp3 activ 1.
`COc1ccccc1OCC(=O)Nc1nnc(C2CCCC2)s1` gave CIT2 TOR yeast 84, procasp7 counter -5, MEP2-GFP yeast 94, LAP4-GFP MLPCN 105, RPL19A-GFP yeast 95, AGP1-GFP MLPCN 91, AHR act 4 and procasp3 activ 4.
Cc1nccc(-c2sc(-c3cccs3)nc2C)n1 was read as CIT2 TOR yeast 87, procasp7 counter 5, MEP2-GFP yeast 102, LAP4-GFP MLPCN 101, RPL19A-GFP yeast 99, AGP1-GFP MLPCN 89, AHR act 37 and procasp3 activ -2.
O=C(NCCN1CCCC1)c1ccc(CS(=O)(=O)c2c(Cl)cccc2Cl)o1 was read as CIT2 TOR yeast 103, procasp7 counter 5, MEP2-GFP yeast 108, LAP4-GFP MLPCN 108, RPL19A-GFP yeast 101, AGP1-GFP MLPCN 105, AHR act 3 and procasp3 activ 9.
`CN(CCNC(=O)C1CCCN(c2ncnc3c2nc2n3CCCCC2)C1)Cc1ccccc1` (stereo not drawn) gave CIT2 TOR yeast 104, procasp7 counter 11, MEP2-GFP yeast 93, LAP4-GFP MLPCN 92, RPL19A-GFP yeast 96, AGP1-GFP MLPCN 93, AHR act 1 and procasp3 activ 2.
CC(=O)Nc1sc2c(c1C(c1ccccc1Cl)N1CCN(CCO)CC1)CCCC2 (stereo not drawn) was read as CIT2 TOR yeast 99, procasp7 counter -7, MEP2-GFP yeast 103, LAP4-GFP MLPCN 105, RPL19A-GFP yeast 98, AGP1-GFP MLPCN 103, AHR act 3 and procasp3 activ 2.
COC(=O)c1c(N2C(=O)CCC2=O)sc2c1CCCC2 was read as CIT2 TOR yeast 100, procasp7 counter 10, MEP2-GFP yeast 103, LAP4-GFP MLPCN 103, RPL19A-GFP yeast 97, AGP1-GFP MLPCN 103, AHR act -1 and procasp3 activ -3.
Screening Cc1cc(C)n(CCSCC(=O)O)n1 returned CIT2 TOR yeast 100, procasp7 counter -6, MEP2-GFP yeast 101, LAP4-GFP MLPCN 100, RPL19A-GFP yeast 105, AGP1-GFP MLPCN 103, AHR act 4 and procasp3 activ 5.
`COc1ccc(C(=O)O/N=C/c2ccc(S(=O)(=O)c3ccc(Cl)cc3)nc2)cc1` gave CIT2 TOR yeast 103, procasp7 counter 0, MEP2-GFP yeast 109, LAP4-GFP MLPCN 105, RPL19A-GFP yeast 101, AGP1-GFP MLPCN 102, AHR act 0 and procasp3 activ -6.
`COc1cc(/C=C/C(=O)O)cc(S(=O)(=O)Nc2cccc(SC)c2)c1OC` gave CIT2 TOR yeast 99, procasp7 counter 1, MEP2-GFP yeast 109, LAP4-GFP MLPCN 91, RPL19A-GFP yeast 102, AGP1-GFP MLPCN 94, AHR act 4 and procasp3 activ 3.
COc1cc(NC(=S)NC(=O)c2ccc(C(C)(C)C)cc2)ccc1NC(=O)c1cccs1 was read as CIT2 TOR yeast 107, procasp7 counter 2, MEP2-GFP yeast 114, LAP4-GFP MLPCN 101, RPL19A-GFP yeast 109, AGP1-GFP MLPCN 107, AHR act 0 and procasp3 activ 8.
For CC(C)[C@H]1COCCS(=O)(=O)N1Cc1ccccc1F the results were CIT2 TOR yeast 105, procasp7 counter -10, MEP2-GFP yeast 112, LAP4-GFP MLPCN 99, RPL19A-GFP yeast 102, AGP1-GFP MLPCN 103, AHR act 3 and procasp3 activ -2.
C[C@]12C(=O)N(c3ccc(Br)cc3)C(=O)N1[C@H]1c3ccccc3OC[C@@H]1[C@H]2c1ccccc1 was read as CIT2 TOR yeast 100, procasp7 counter 4, MEP2-GFP yeast 95, LAP4-GFP MLPCN 108, RPL19A-GFP yeast 98, AGP1-GFP MLPCN 99, AHR act 0 and procasp3 activ 0.
`CC(C)(C)[C@@H]1C=C(C(=O)O)[C@H](c2ccc(Cl)cc2)N1S(=O)(=O)c1ccccc1` gave CIT2 TOR yeast 86, procasp7 counter 8, MEP2-GFP yeast 100, LAP4-GFP MLPCN 105, RPL19A-GFP yeast 98, AGP1-GFP MLPCN 101, AHR act -2 and procasp3 activ 7.
`Cc1sc(NC(=O)CSc2nnc(-c3ccc(F)cc3)o2)c(C#N)c1C` gave CIT2 TOR yeast 96, procasp7 counter 5, MEP2-GFP yeast 100, LAP4-GFP MLPCN 101, RPL19A-GFP yeast 102, AGP1-GFP MLPCN 103, AHR act -1 and procasp3 activ -1.
For CCOC(=O)CSCC(=O)Nc1nnc(-c2cccc([N+](=O)[O-])c2)s1 the results were CIT2 TOR yeast 108, procasp7 counter 6, MEP2-GFP yeast 101, LAP4-GFP MLPCN 103, RPL19A-GFP yeast 100, AGP1-GFP MLPCN 99, AHR act -5 and procasp3 activ 9.
`COc1ccc(C(=O)NCC(c2ccco2)N2CCc3ccccc32)cc1OC` (stereo not drawn) gave CIT2 TOR yeast 105, procasp7 counter 0, MEP2-GFP yeast 93, LAP4-GFP MLPCN 98, RPL19A-GFP yeast 97, AGP1-GFP MLPCN 105, AHR act 5 and procasp3 activ 0.
For COc1cccc(Nc2nc(N)c([N+](=O)[O-])c(NCc3ccccc3)n2)c1 the results were CIT2 TOR yeast 95, procasp7 counter -3, MEP2-GFP yeast 103, LAP4-GFP MLPCN 105, RPL19A-GFP yeast 96, AGP1-GFP MLPCN 103, AHR act 5 and procasp3 activ -5.
For O=C(O)c1cccc(NC(=O)c2cccc(S(=O)(=O)Nc3cccc([N+](=O)[O-])c3)c2)c1 the results were CIT2 TOR yeast 93, procasp7 counter 7, MEP2-GFP yeast 102, LAP4-GFP MLPCN 87, RPL19A-GFP yeast 104, AGP1-GFP MLPCN 94, AHR act 1 and procasp3 activ 7.
Screening COc1ccccc1NC(=O)CSc1nc2ccccc2n1C(C)=O returned CIT2 TOR yeast 102, procasp7 counter 2, MEP2-GFP yeast 110, LAP4-GFP MLPCN 126, RPL19A-GFP yeast 100, AGP1-GFP MLPCN 107, AHR act -10 and procasp3 activ 1.
For Cc1ccc2nc(SCC(=O)N3c4ccccc4CC3C)c(C)cc2c1 (stereo not drawn) the results were CIT2 TOR yeast 99, procasp7 counter 9, MEP2-GFP yeast 98, LAP4-GFP MLPCN 97, RPL19A-GFP yeast 101, AGP1-GFP MLPCN 105, AHR act 5 and procasp3 activ 8.
`COc1ccccc1CNC(=O)C1CCN(C(=O)c2sccc2-n2cccc2)CC1` gave CIT2 TOR yeast 100, procasp7 counter -2, MEP2-GFP yeast 105, LAP4-GFP MLPCN 106, RPL19A-GFP yeast 101, AGP1-GFP MLPCN 106, AHR act 1 and procasp3 activ 2.
COc1ccc(N(C)S(=O)(=O)c2ccc(Cl)c(C(=O)NCCc3ccc(Cl)cc3)c2)cc1 was read as CIT2 TOR yeast 94, procasp7 counter -5, MEP2-GFP yeast 95, LAP4-GFP MLPCN 97, RPL19A-GFP yeast 98, AGP1-GFP MLPCN 104, AHR act 2 and procasp3 activ 0.
Screening CCn1c(SCC(=O)OC)nnc1-c1c[nH]c2ccccc12 returned CIT2 TOR yeast 99, procasp7 counter 1, MEP2-GFP yeast 101, LAP4-GFP MLPCN 105, RPL19A-GFP yeast 94, AGP1-GFP MLPCN 106, AHR act 6 and procasp3 activ 8.
For Cc1ccc2oc(=O)c3cc(C(=O)N4CCN(C)CC4)sc3c2c1 the results were CIT2 TOR yeast 91, procasp7 counter 5, MEP2-GFP yeast 95, LAP4-GFP MLPCN 106, RPL19A-GFP yeast 98, AGP1-GFP MLPCN 100, AHR act 5 and procasp3 activ 3.
